TbPYK inhibitor – inhibitors of Trypanosoma brucei pyruvate kinase; Q57TT1; TbPYK enzyme, Kinase-Glo Plus ATP luminescence, 45 min; Potency, µM (titrated, usually from 76.8 µM), for the others: at the highest dose activity, negative = inhibition, hits mostly inhibitors; 410,000 compounds, 0.12% hits; AID 624173; also: potency is read from the fitted curve at half-maximal effect; % is scaled to controls: 0 for no effect and ±100 for the full control effect; nearly all actives have a fitted effect of over 50% in size
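Screened from lowest to highest concentration, compounds were pinned into TbPYK/substrate mixtures, and ADP (130 uM final) was added. Plates sat at room temperature for 45 min prior to Kinase-Glo Plus detection by luminescence.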
Pf growth 96h – P. falciparum growth inhibition at 96 hours; P. falciparum luciferase reporter growth, 96 h; Potency, µM (top dose mostly 28.7 µM), inactives show at the highest dose activity change, negative = inhibition, most hits filed as inhibitors; 320,000 compounds, 6.9% hits; also: potency is read from the fitted curve at half-maximal effect; % is scaled to controls: 0 for no effect and ±100 for the full control effect
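P. falciparum expressing integrated firefly luciferase grown in erythrocytes (2% hematocrit, 0.05% parasitemia final) with compounds for 96 hours at 37 C, 5% CO2. Growth inhibition read as loss of luminescence after adding luciferase detection reagent.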
CHX counter – counter-screen hit for Shiga toxin inhibitors, cycloheximide | cell reporter, cycloheximide protein synthesis inhibition counterscreen | max response, % | 300,000 compounds, 12% hits; in the data active = max response mostly above about 13%, no sharp cut-off; inactive = mostly below about 14%; also: read at 38.3 µM for the half of the compounds with a filed dose; 0% is about no effect
HCV inh – blocks hepatitis C virus | Potency, µM (series often up to 41.8 µM), for inactives: at the top dose activity change, negative = inhibition, most hits filed as inhibitors | Huh7.5.1 HCVcc-Cre infection, luciferase reporter, 44 h | AID 651820 | 340,000 compounds, 3.4% hits; also: potency is read from the fitted curve at half-maximal effect; % is scaled to controls: 0 for no effect and ±100 for the full control effect
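1,000 cells/well; 4 h culture; + compound; + HCVcc-Cre (~0.5 moi); 44 h; luciferase substrate, RT 15 min; read 15 sec.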
LmPK inhibitor – LmPK (Leishmania mexicana) enzyme inhibition; Q27686; purified LmPK, Kinase-Glo ATP luminescence, 1 h; Potency, µM (series often up to 57.5 µM), without a hit: at the top dose activity change, negative = inhibition, hits mostly inhibitors; 290,000 compounds, 0.37% hits; AID 1721; also: potency is read from the fitted curve at half-maximal effect; % is scaled to controls: 0 for no effect and ±100 for the full control effect
Target sequence (Q27686 whole entry, looked up): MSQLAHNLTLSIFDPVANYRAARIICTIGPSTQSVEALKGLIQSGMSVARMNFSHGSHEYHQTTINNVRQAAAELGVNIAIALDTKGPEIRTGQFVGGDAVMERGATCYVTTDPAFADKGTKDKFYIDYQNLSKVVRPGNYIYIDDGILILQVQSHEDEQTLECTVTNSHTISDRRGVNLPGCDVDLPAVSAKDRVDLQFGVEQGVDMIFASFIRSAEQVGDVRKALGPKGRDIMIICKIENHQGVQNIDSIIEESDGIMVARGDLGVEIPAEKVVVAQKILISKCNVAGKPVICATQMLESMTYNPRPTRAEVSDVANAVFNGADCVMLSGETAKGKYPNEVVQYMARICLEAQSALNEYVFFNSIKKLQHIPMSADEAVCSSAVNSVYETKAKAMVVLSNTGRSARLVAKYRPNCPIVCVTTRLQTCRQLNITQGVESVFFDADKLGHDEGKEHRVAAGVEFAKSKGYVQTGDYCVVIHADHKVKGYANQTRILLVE
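Purified LmPK (0.1 nM) converted ADP (0.1 mM) to ATP with PEP (0.5 mM) in imidazole buffer pH 7.2 with KCl and MgCl2, 1 h at room temperature. ATP was read by Kinase-Glo luminescence; data normalized to uninhibited and no-enzyme controls.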
Shiga inhibitor – Shiga toxin inhibition | AID 2315 | Vero cells, Shiga toxin protein synthesis inhibition reporter | inhibition, % at 38.7 µM | 290,000 compounds, 9.2% hits; in the data active = inhibition mostly above about 28%, no sharp cut-off; inactive = mostly below about 43%; also: 0% is about no effect
Pf growth 48h – inhibits P. falciparum growth in the first generation, 48 h; P. falciparum luciferase growth in erythrocytes, 48 h; 310,000 compounds, 5.9% hits; Potency, µM (highest dose often 28.7 µM), for inactives: at the top dose activity change, negative = inhibition, usual class: inhibitors; also: potency is read from the fitted curve at half-maximal effect; % is scaled to controls: 0 for no effect and ±100 for the full control effect
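Parasite viability was followed by luminescence of a genomically integrated firefly luciferase. Cultures held 0.1% parasitemia at 2% hematocrit (final), incubated under 5% CO2 at 37 C.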
* marks the source's active call; other numbers are inactive results; u = inconclusive; x = no result given; & = joins results of further samples; [ ] = remark or other dose. Unless noted, calls follow the shape of the dose curve; as a rule, active = well fitted curve in the direction sought with a large enough effect; inconclusive = small, poorly fitted or top-dose-only effect, or another doubt; inactive = no such curve, though single readings can be large; an effect the other way counts as inactive or inconclusive.

SMILES	TbPYK inhibitor	Pf growth 96h	CHX counter	HCV inh	LmPK inhibitor	Shiga inhibitor	Pf growth 48h
CCCn1cnc2c(c1=O)c1nc3ccccc3nc1n2Cc1ccccc1OC	x	u	-1.6	-20.5%	2.4%	-6.5	17.7%
CCOC(=O)c1cc2c(ccn2C)n1CC(=O)N1CCN(c2ccccc2OC)CC1	x	-8.0%	-4.2	x	3.6%	-22.2	u
COc1cccc(C2CC(c3ccccc3OC)n3ncnc3N2)c1 (stereo unspecified)	-2.8%	21.5%	-0.6	3.9%	0.5%	13.1	x
CN(C(=O)COC(=O)c1ccc[nH]c1=O)C1CCCCC1	-2.5%	13.8%	-1.1	7.6%	2.4%	-9.1	15.1%
COc1cc2c(C(=O)N(C)c3ccc(F)cc3)cn(C)c(=O)c2cc1OC	-4.8%	u	2.2	24.3%	0.5%	-1.9	14.9%
CCCCNC(=O)CSc1nnc(Cc2ccccc2)n1CC	6.1%	u	-2.7	1.8%	1.7%	-3.4	11.1%
O=C(CN1CCN(c2ccc(O)cc2)CC1)N1CCc2ccccc21	u	u	-3.8	-15.9%	-21.5%	-5.7	-20.3%
Cc1ccccc1C(=O)Nc1ccc2nc3n(c(=O)c2c1)CCCC3	-7.9%	-21.3%	12.0	-8.3%	10.6%	6.7	0.0%
Cc1ccc(C2=NCCNC2=O)c(C)c1	0.0%	x	2.0	19.7%	1.1%	-2.9	-2.6%
Cc1ccccc1-n1c(=O)cc(N2CC(C)OC(C)C2)[nH]c1=O (stereo unspecified)	-21.2%	11.2%	-0.3	5.7%	1.1%	10.3	41.8%
COc1ccc(-c2c[n+]3c(n2-c2ccccc2)CCCCC3)cc1	-1.2%	u	1.2	3.6%	-0.1%	-4.9	1.04µM*
COCCN1CCN(C(=O)c2cc(COc3ccc(Cl)cc3OC)on2)CC1	-14.6%	18.7%	58.4*	2.9%	-12.3%	94.3*	8.6%
CNCc1cn2cc(Cl)ccc2n1	5.3%	49.7%[activator]	-1.2	u	0.5%	5.6	13.9%
O=C(Nc1c2c(nn1-c1ccc(Cl)cc1)CS(=O)(=O)C2)C1CC1	4.4%	6.4%	-2.6	x	-2.3%	-28.5	20.3%
N#CCc1ccc(NC(=O)/C=C/c2ccc([N+](=O)[O-])o2)cc1	1.6%	-0.9%	36.6*	u	8.3%	56.3*	-23.0%
CCOC(=O)C(=O)Cc1nc2ccccc2s1	-4.9%	17.3%	11.8*	9.3%	3.4%	28.8	u
C=CCc1cc(C)ccc1OCCOCCN1CCN(C)CC1	2.1%	1.5%	-2.2	u	-8.3%	-8.2	-18.5%
O=c1cccc2c1c1cc[nH]c3ccc(=O)n2c31	3.4%	u	x	u	x	x	u
C=CCN1C(=O)c2oc3ccccc3c(=O)c2C1c1ccc(O)c(OC)c1 (stereo unspecified)	3.0%	-6.6%	-3.1	3.0%	-3.7%	2.2	x
CCC(Sc1nc2ccccc2c(=O)n1CC1CCCO1)C(=O)NCc1cccnc1 (stereo unspecified)	x	11.0%	-3.4	4.2%	-5.0%	-9.3	u
COc1ccccc1C(=O)NCC(=O)NCCCN1CCOCC1	3.4%	-13.5%	x	32.1%[activator]	x	x	-29.0%
CCCNc1c(NS(=O)(=O)c2ccc(C3CCCCC3)cc2)c(=O)oc2ccccc12	3.5%	u	1.0	11.2%	-4.8%	0.3	5.7%
CCN(CC)Cc1c(O)ccc2c(=O)c(Oc3ccccc3OC)coc12	2.4%	0.0%	-9.7	6.4%	0.1%	54.5	-3.1%
Cc1ccc(OCC(=O)Nc2ccccc2N2CCCC2)c(C)c1	-9.4%	10.8%[5.75 µM]	11.0	u	1.6%	70.9	11.7µM*
CN(C)C(=O)c1cn(-c2ccccc2)nc1-c1cc2ccccc2o1	1.9%	-81.2%[5.75 µM]	8.0	u	2.4%	-4.6	u
C#CCn1ccc(O)c(Cc2c(F)cccc2Cl)c1=O	0.0%	16.2%	14.6	14.6%	2.0%	4.7	10.7%
CC(C)(C)NC(=O)NC(=O)Cn1cc(C(F)(F)F)ccc1=O	-1.4%	24.3%	-1.5	1.9%	0.8%	-11.9	x
COc1cccc(C2(C)NC(=O)N(CC(=O)c3cc(C)n(C4CC4)c3C)C2=O)c1 (stereo unspecified)	1.9%	u	x	1.7%	x	x	u
COc1cccc(C(=O)NCCNC(=O)c2ccco2)c1	0.0%	20.0%	-2.7	11.3%	4.2%	-9.0	8.6%
O=C(NCCO)c1ccc(-c2nnc(N3CCOCC3)c3ccccc23)cc1	1.5%	x	0.3	-5.2%	-3.2%	30.4	-0.5%
COc1ccc2ccc(OC)c(/C=N/n3cnnc3)c2c1	-10.8%	-29.8%	-2.4	u	1.5%	x	2.0%
COc1ccccc1-c1coc2c(CN3CCCC(C)C3)c(O)ccc2c1=O (stereo unspecified)	1.7%	-11.0%	2.0	11.2%	2.8%	-6.7	u
COCCn1c(SCC(=O)Nc2sccc2C(N)=O)nc2cc(Cl)ccc2c1=O	-2.9%	u	-4.2	u	4.7%	-13.7	u
CCOc1ccc(OCc2ccc(C(=O)N(C)c3ccccc3)o2)cc1	1.3%	-9.6%	2.6	u	0.3%	13.0	-38.3%
O=C(CCCN1C(=O)CCC1=O)Nc1cccc(C(F)(F)F)c1	-5.4%	x	-2.8	2.3%	6.9%	-6.7	14.7%
COc1ccccc1NC(=O)N1CCCC1C(=O)Nc1nnc(C(C)C)s1 (stereo unspecified)	0.2%	-13.2%	-5.3	-31.9%	-0.8%	-11.7	0.3%
OCC1C2c3ccccc3C(c3ccccc32)C1CO (stereo unspecified)	1.3%	8.7%	-4.4	12.7%	1.1%	-3.9	2.3%
CCCN1CCC(NC(=O)Cc2ccccc2C)CC1	-9.1%	u	1.7	9.7%	0.6%	-7.3	14.3%
Cc1cccc(-c2nc3ccc(C(=O)NCCN4CCN(C)CC4)cc3nc2-c2cccc(C)c2)c1	7.2%	11.7µM*	-13.3	u	5.4%	-22.4	u
COc1cc(/C=C2\S/C(=N/S(=O)(=O)c3ccc(C)cc3)NC2=O)c([N+](=O)[O-])cc1OC	x	2.8%	-1.8	8.2%	-1.0%	-6.1	-8.4%
COc1cc(OC)cc(C(=O)NC(=S)NCCc2ccccc2)c1	2.0%	-19.4%	14.1*	-3.8%	-9.4%	46.9	-10.2%
CC(NC(=O)CN1C(=O)NC2(CCc3ccccc32)C1=O)c1ccc2c(c1)OCCO2 (stereo unspecified)	0.7%	1.1%	x	3.0%	x	x	1.9%
O=C(Cc1ccccc1)Nc1ccccc1N1CCCC1	0.1%	u	8.4	13.7%	-1.1%	5.2	9.1%[5.75 µM]
Cc1ccc(N/N=C2\CS(=O)(=O)N(C)c3ccsc32)cc1	-1.7%	u	51.1*	18.2%	1.7%	65.7*	u
C=CCc1cc(S(=O)(=O)c2ccc(O)c(CC=C)c2)ccc1O	-11.7%	u	-2.3	7.2%	2.9%	-18.0	5.7%
COc1cccc(/C=N/NC(=O)CNC(=O)c2cccnc2)c1O	0.0%	19.1%	-6.3	0.8%	-3.6%	-11.4	-9.1%[0.00184 µM]
COc1ccc(C)cc1NC(=O)CN1CCN(S(=O)(=O)c2ccc(F)cc2)CC1	0.8%	x	-3.3	-16.8%	4.1%	-2.7	u
CCCCNC(=O)c1ccc(NC(=O)CC2SC(N3CCCC3)=NC2=O)cc1 (stereo unspecified)	-9.4%	u	x	9.9%	x	x	u
COC(=O)c1sc(S(=O)(=O)Nc2ccc3cn[nH]c3c2)c(C(=O)OC)c1C	-7.4%	-25.9%	-2.8	6.8%&-2.8%	2.3%	13.5	-1.9%
O=C(NNC1=C(C(=O)C(F)(F)F)CCC1)c1ccc(Br)cc1	-1.3%	x	11.1	-0.4%	1.4%	24.1	-3.8%
COc1ccc(Cl)cc1NC(=O)COC(=O)Cc1cccs1	-6.3%	13.4%	x	-8.1%	x	x	39.0%[activator]
COc1cccc(CNC(=O)CS(=O)(=O)Cc2nc(-c3ccc(C)cc3)oc2C)c1OC	3.3%	u	3.8	u	-1.4%	1.5	-22.1%
CSCCC(=O)NC1CC(C)(C)Cc2c1cnn2-c1ccccc1C (stereo unspecified)	0.2%	u	-2.3	-16.4%	3.2%	-1.2	-3.7%
O=C(CCc1ccccc1)NNC(=O)Nc1cccc(Cl)c1	1.8%	-10.8%	16.8*	-1.0%	-2.5%	36.5	-9.0%
N#CC1=C(N)C(C#N)(C#N)C(c2ccncc2)C2CN(C(=O)OCc3ccccc3)CC=C12 (stereo unspecified)	-1.1%	1.8%	-1.0	-10.1%	6.5%	-1.3	u
CC(=O)c1sc(N/N=C\c2ccccc2O)nc1C	-14.3%	269.1%[activator]	30.2*	-23.0%	-0.3%	40.2	-1.5%
COc1ccccc1C(=O)Nc1ccc(Cc2ccncc2)cc1	4.7%	4.4%	12.9*	u	2.3%	-3.2	-12.0%
CCc1ccc(CCC(=O)Nc2nnc(CC)s2)o1	-2.7%	134.2%[activator]	-1.8	-1.7%	-3.5%	-14.3	-8.6%
COCC(C)n1c(C)cc(C(=O)COC(=O)/C=C/c2cccc(F)c2)c1C (stereo unspecified)	5.5%	10.3%	13.6	u	-10.5%	27.2	-4.0%
CCn1nccc1C(=O)Nc1cccc(C)c1C	0.4%	-12.3%	-0.8	9.7%	-1.3%	16.2	-2.6%

Remaining list, next part
SMILES	TbPYK inhibitor	Pf growth 96h	CHX counter	HCV inh	LmPK inhibitor	Shiga inhibitor	Pf growth 48h
CCOc1ccc(CN2CCNC(=O)C2CC(=O)N(C)CC2CCOCC2)cc1 (stereo unspecified)	-4.6%	48.4%[activator]	-2.3	11.1%	4.4%	-10.9	-19.5%
CC(C)N(C)C1CCN(C(=O)Nc2ccc(Cl)c(Cl)c2)CC1	-7.3%	9.4%	-3.0	-7.4%	6.7%	-7.2	u
Cc1ccccc1C(=O)/C=C1/c2ccccc2CC(C)(C)N1C	7.8%	u	-6.2	-24.0%	-1.4%	-11.3	u
CCC(C)NS(=O)(=O)c1ccc(NS(=O)(=O)c2ccc(F)cc2)cc1 (stereo unspecified)	0.1%	-2.4%	-1.5	19.3%	4.3%	-7.1	x
COc1cccc(-c2nc(CS(=O)(=O)CC(=O)NCCc3ccc(OC)c(OC)c3)c(C)o2)c1	-8.5%&2.0%	20.7%	16.0	u	-3.6%	-8.6	-6.1%
